Screens: PubChem, several laboratories
Vif inh – HIV Vif inhibition. HEK293T cells, Vif self-association by quenched fluorescence, imaging, 24 h. inhibition, % at 7.49 µM. 340,000 compounds, 0.35% hits. AID 602346; in the data active means inhibition above about 50%, passing the limit was not always enough; further: some results filed as inactive read as strong as hits
MC4R ag barr – activates human MC4R beta-arrestin recruitment. U2OS MC4R beta-arrestin complementation, luminescence; percent of melanotan II response, DMSO zero. activation, % at 8.9 µM. 360,000 compounds, 0.98% hits. AID 540308;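 active means activation above a per-plate cutoff, the mean activation of sample wells on that plate plus 3 SD, cut at about 8% in these data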
Target sequence (P32245 whole entry, looked up): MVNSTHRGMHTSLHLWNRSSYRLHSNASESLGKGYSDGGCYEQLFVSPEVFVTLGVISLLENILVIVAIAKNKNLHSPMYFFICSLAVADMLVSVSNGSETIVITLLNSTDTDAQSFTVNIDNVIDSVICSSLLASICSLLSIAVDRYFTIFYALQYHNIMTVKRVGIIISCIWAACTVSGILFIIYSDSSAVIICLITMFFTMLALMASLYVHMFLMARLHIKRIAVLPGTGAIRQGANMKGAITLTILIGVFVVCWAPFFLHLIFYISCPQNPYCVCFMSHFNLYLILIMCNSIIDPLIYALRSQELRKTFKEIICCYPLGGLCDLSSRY
aDG glyco up – alpha-DG glycosylation activation; Pro5-aDG cells, alpha-DG glycosylation AlphaScreen (IIH6); 0% Pro5, 100% B10-LARGE cell signal; activation, % at 10 µM; 360,000 compounds, 0.22% hits;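 active means activation of at least 8% versus controls, or a plate z-score of at least 8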;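 further: Pro5 are CHO cells carrying HIG-tagged alpha-DG that lacks glycosylation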
CaV13 FRET inh – Primary screen for inhibitors of IQ motif and Ca2+-dependent inactivation inhibitor domain binding in CACNA1D, Förster resonance energy transfer in living cells, … | HEK cells, CFP/YFP FRET ICDI-IQ, plate reader, 10 min; percent FRET-ratio fall versus neutral wells | inhibition, % at 12.3 µM | 340,000 compounds, 0.098% hits;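 active means mean replicate inhibition of at least 30% and at least 1% of replicates passing that level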;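 further: 0% = median of the neutral control wells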
HTR2A ag – agonists of mouse serotonin 5-HT2A receptor (HTR2A). 360,000 compounds, 0.66% hits. CHO-K1 mHTR2A beta-arrestin complementation, luminescence; percent of 30 µM serotonin response. activation, % at 7.6 µM. P35363;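 active means activation above a run cutoff, the mean activation of all tested compounds plus 3 SD, cut at about 14% in these data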;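 further: 0% = plate median of compound wells and 100% = 30 µM serotonin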
MC4R antag cAMP – antagonists of human melanocortin 4 receptor (MC4R); P32245; MC4R-expressing cells, MTII-stimulated cAMP, LANCE TR-FRET; inhibition, % at 6.5 µM; 360,000 compounds, 0.48% hits; AID 540295;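 active means inhibition above its plate's cutoff, the mean of tested wells on that plate plus 3 SD, cut at about 29% in these data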;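 further: 0% = Melanotan II alone and 100% = Melanotan II plus saturating MCL0020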
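Material: U2OS-MC4R stable cell line | Reagent: Melanotan II challenge after compound preincubation | Doses: One concentration, 6.5 µM nominal | Incubation: 30-min compound preincubation, 1-h Melanotan II challenge, 1-h detection, room temperature | Signal: TR-FRET cAMP assay | Replicates: One well per compound, no replicates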
Cardio protect – myocardial damage modulation in H9c2 cells; AID 588492; 360,000 compounds, 0.63% hits; H9c2 cardiomyocytes, H2O2 injury protection, ATPLite, 2 h; protection from H2O2 cell death, % at 20 µM;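 active means compounds giving at least 50% protection of heart cells from peroxide-induced death in the single-dose screen, raw or plate-pattern-corrected value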;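 further: 0% = DMSO wells with peroxide and 100% = DMSO wells without peroxide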
PDI turbidity – PDI (human) enzyme inhibition; P07237; PDI insulin aggregation turbidity, A650, 90 min; inhibition, % at 10 µM; 350,000 compounds, 0.052% hits; AID 588391;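 active means mean inhibition across replicates of 30% or more, whatever share of single replicates reach that level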;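 further: absorbance from insulin aggregation driven by PDI reduction with DTT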
Target sequence (P07237 whole entry, looked up): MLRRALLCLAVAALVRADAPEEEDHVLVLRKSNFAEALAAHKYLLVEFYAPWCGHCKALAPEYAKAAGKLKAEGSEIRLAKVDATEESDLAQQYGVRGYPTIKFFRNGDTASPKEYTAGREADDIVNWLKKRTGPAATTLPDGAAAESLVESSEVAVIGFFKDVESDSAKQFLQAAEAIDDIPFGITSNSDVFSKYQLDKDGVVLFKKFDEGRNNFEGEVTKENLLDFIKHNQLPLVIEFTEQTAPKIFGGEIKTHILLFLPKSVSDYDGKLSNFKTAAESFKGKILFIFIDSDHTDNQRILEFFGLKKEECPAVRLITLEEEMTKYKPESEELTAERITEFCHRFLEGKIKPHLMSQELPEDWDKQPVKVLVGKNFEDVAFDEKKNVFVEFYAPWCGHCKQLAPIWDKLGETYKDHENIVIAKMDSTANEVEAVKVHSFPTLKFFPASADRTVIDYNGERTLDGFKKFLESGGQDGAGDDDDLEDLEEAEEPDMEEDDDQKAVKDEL
Glyco luc inh – blocks N-linked glycosylation in D54 reporter cells; D54 ERlucT glycosylation luciferase reporter, 24 h; percent of 100 nM tunicamycin response; reporter increase, % at 12.5 µM; 360,000 compounds, 0.23% hits; AID 588692;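 active means mean luciferase reporter signal, scaled so untreated is 0 and the glycosylation-blocking control 100, at or above a set limit in every replicate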;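 further: luciferase carries N-glycosylation sites so blocking glycosylation raises the light; 0% = median of neutral control wells and 100% = median of 100 nM tunicamycin wells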
ABCB6 inh 2 – blocks the human ABCB6 transporter; 360,000 compounds, 0.19% hits; AID 602162; K562-ABCB6 porphyrin accumulation, flow cytometry, 1 h; active compounds read low; fluorescence ratio to DMSO, % at 10 µM; Q9NP58;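 active means fluorescence ratio to DMSO below 75%, the collection mean minus 3 SD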;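 further: signal is porphyrin accumulated inside mitochondria; 100% equals median channel fluorescence of DMSO control wells; lower ratio means ABCB6 inhibition with less porphyrin fluorescence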
* hit, by the source's call; · = not tested or not shown. The order is random. Share with any hit: about 3.6%.

SMILES	Vif inh	MC4R ag barr	aDG glyco up	CaV13 FRET inh	HTR2A ag	MC4R antag cAMP	Cardio protect	PDI turbidity	Glyco luc inh	ABCB6 inh 2
O=C(CCn1cccc1)NCc1ccc2c(c1)OCO2	-15	0.6	-0.1	-1	0	1	1	-1	-1	117
O=C(O)CSc1nnc(COc2cccc3cccnc23)n1-c1ccc(Cl)cc1	-2	-1.3	-0.1	-1	-1	2	2	2	2	105
Cc1ccc(-c2nc(CS(=O)(=O)CC(=O)NCCCN3CCOCC3)c(C)o2)cc1	1	0.8	0.2	-14	-3	-3	-1	16	5	88
CCOC(=O)C(Cc1ccccc1)NC(=O)CNC(=O)CNC(=O)OCc1ccccc1 (configuration not stated)	1	-1.6	-0.2	-5	-3	24	12	-8	1	95
COc1cc(CNCc2ccccn2)ccc1OCc1ccc(Cl)cc1Cl	-7	9.2*	1.6	-6	6	30*	-10	4	-5	111
O=C(Cc1ccc(Br)cc1)Nc1ccccc1Sc1ccccc1	-7	0.4	0.2	·	-3	19	-14	-5	-6	94
CCc1nc2ccc(C(=O)NCc3ccccc3OC)cn2c1N(CC)CCOC	-6	1.5	0.4	-5	5	-7	2	13	-2	96
Cn1cc(C(=O)N/N=C/C=C/c2ccccc2)ccc1=O	2	-1.7	0.2	-4	0	-21	2	7	4	98
COc1cccc(C2c3[nH]c4ccccc4c3C[C@H]3C(=O)N(c4ccccc4C(=O)N4CCCC4C(=O)O)C(=O)N23)c1 (some centres not stated)	21	0.3	0.1	·	-3	-4	-2	·	2	95
CCOC(=O)CNC(=O)C(Cc1ccccc1)NS(=O)(=O)c1ccc2c(c1)CCC(=O)N2 (configuration not stated)	5	-2.4	-0.2	-6	3	6	7	-5	0	100
Cc1ccc(-c2cc(C(=O)NCc3ccco3)c3ccccc3n2)s1	6	0.2	0.4	·	16*	-4	11	-7	7	88
COc1ccc(NC(=O)C(=O)NCCN2CCN(C(=O)c3ccc(C(C)(C)C)cc3)CC2)cc1	·	1.4	0.2	-6	1	16	-14	·	1	99

The last two compounds of the section before open the next one.
SMILES	Vif inh	MC4R ag barr	aDG glyco up	CaV13 FRET inh	HTR2A ag	MC4R antag cAMP	Cardio protect	PDI turbidity	Glyco luc inh	ABCB6 inh 2
Cc1ccc(-c2cc(C(=O)NCc3ccco3)c3ccccc3n2)s1	6	0.2	0.4	·	16*	-4	11	-7	7	88
COc1ccc(NC(=O)C(=O)NCCN2CCN(C(=O)c3ccc(C(C)(C)C)cc3)CC2)cc1	·	1.4	0.2	-6	1	16	-14	·	1	99
CCOC(=O)CSc1nnc2n1C(C)(C)Cc1ccccc1-2	-3	-0.6	0.1	-9	-2	2	7	8	-1	99
COC(=O)Nc1ccc(Cn2cc(C(F)(F)F)ccc2=O)cc1	-2	-1.9	-0.3	-4	5	2	-2	-5	2	100
COc1ccc(CCNC(=O)CCCn2ncn3c(cc4occc43)c2=O)c(OC)c1	5	-3.1	0.7	-2	1	8	6	-2	0	96
CC(=O)c1ccc(C(=O)N2CCC(n3nccc3NC(=O)C3CC3)CC2)cc1	12	-0.5	-0.3	-6	5	12	6	-10	1	99
Cc1ccc(CN2CCN(CC(=O)NCc3ccccc3)CC2)cc1	6	-0.1	0.0	-3	1	-3	8	-64	1	100
CCn1c(=O)n(CC(=O)Nc2cc(OC)c(OC)c(OC)c2)c(=O)c2ccccc21	-3	1.5	-0.1	-8	-3	-3	7	-21	1	95
Cc1cccc(C(=O)O/N=C/c2ccc(Br)cc2)c1	23	0.0	0.6	1	1	-2	-9	2	1	95
O=C(CC1CCCC1)NNC(=O)c1ccc(Br)cc1	-4	-2.9	0.0	-19	-2	-1	3	4	0	95
C[C@H](CO)N1C[C@H](C)[C@@H](CN(C)S(=O)(=O)c2ccc3c(c2)OCCCO3)OCc2cnnn2CCCC1=O	-4	-0.8	0.2	-3	10	4	3	-2	1	100
O=C(CN1CCC(C(=O)c2ccc3c(c2)OCCO3)CC1)NCc1ccc(F)cc1	3	-1.6	0.3	-3	-4	3	-2	2	-2	100
O=C(NCc1ccc(F)cc1F)[C@@H]1CCCN1C(=O)[C@@H]1CCCN1C(=O)c1cccc(Cl)c1	·	·	-0.1	-10	2	·	·	·	·	96
CC1CC(C)CN(S(=O)(=O)N2CCCC(C(=O)NCCc3ccccc3)C2)C1 (configuration not stated)	-3	-2.0	-0.4	-6	-2	0	4	4	1	93
CS(=O)(=O)N1CCN(c2ccc([N+](=O)[O-])c(SCc3ccco3)c2)CC1	2	-2.1	0.1	-5	-5	-4	2	-3	-4	92
O=C(COC(=O)C1(c2ccccc2F)CCCC1)Nc1ncc(C(F)(F)F)cc1Cl	2	6.6	-0.3	-6	3	6	1	-2	-1	103
COc1ccc(Nc2nc(N)nc(CCl)n2)cc1	-4	18*	-0.3	-3	-4	23	-9	2	2	104
O=C(CSc1nc(=O)n2ccccc2n1)N1CCCCCC1	-5	-4.4	-0.2	-4	-2	-4	3	9	2	95
CCOc1ccccc1NC(=O)C(CC(C)C)NC(=O)C1CCCCC1 (configuration not stated)	·	-1.7	0.3	-5	-2	2	-2	-1	0	98
COc1ccc(CNC(=O)c2cnc3cc(C)ccn3c2=O)cc1	-8	-1.7	0.0	-5	-2	1	-14	5	0	104
COc1ccc(OC(C)C(=O)Nc2cccc([N+](=O)[O-])c2)cc1 (configuration not stated)	-8	1.2	0.3	-4	-1	6	8	-5	-3	98
COc1cccc(CNC(=O)[C@@H]2CCCN2C(=O)[C@H]2CCCCN2C(=O)c2ccccc2)c1	·	·	-0.1	-6	3	·	·	·	·	96
Cc1onc(-c2ccccc2)c1C(=O)Nc1nc(-c2ccc(F)c(F)c2)cs1	-8	2.4	0.0	6	-1	18	-3	4	-3	86
CCN(CC)C(=O)C1=C(C)N(CCCOC)C(=O)C(CC(=O)NCc2ccco2)C1 (configuration not stated)	-2	0.1	0.1	-3	4	5	5	3	2	103
O=c1[nH]c(Nc2ccc(F)cc2)cc2ccccc12	2	0.1	-0.2	0	-1	4	8	4	8	106
Cn1cccc1C(=O)NC(=O)COC(=O)c1cc(S(=O)(=O)N2CCCCC2)ccc1Cl	-2	0.1	-0.5	1	1	-1	17	1	2	87
CCN(Cc1cc(=O)oc2cc(C)ccc12)c1ccccc1	-5	-0.6	0.0	-4	-5	5	-4	1	-4	99
COC1CCC2(C)C(=CCC3C4CC(O)CC4(C)CCC32)C1 (configuration not stated)	-14	-0.7	1.7	-14	-5	0	-15	3	-1	101
Cc1ccc2c(c1)N(CCC(=O)NCC1COc3ccccc3O1)C(=O)CO2 (configuration not stated)	-2	-1.1	-0.4	-6	-2	11	2	5	-3	93
C#CCOCCOCCOCCNc1nc(N2CCOCC2)nc(N2CCN(C(=O)CCCCCCCCCCNC(=O)[C@@H](CCSC)n3cc(CCO)nn3)CC2)n1	-2	-0.2	0.1	-5	4	6	9	-4	1	88
Cc1ccc(OCCCC(=O)Nc2cc(Cl)ccc2-n2cncn2)cc1	·	-5.7	0.0	-6	-11	7	0	3	-3	94
CC1CC(C)(C)NC(=S)N1CC(=O)N1CCN(Cc2ccc3c(c2)OCO3)CC1 (configuration not stated)	-1	-2.7	0.0	1	1	0	2	-1	-1	96
O=C(NCC1CCCO1)c1ccc2c(=O)n(Cc3ccco3)c(SCC(=O)N3CCCC3)nc2c1 (configuration not stated)	-2	-2.1	-0.1	-4	3	17	12	-6	-1	104
CN(C)S(=O)(=O)c1ccc(Cl)c(C(=O)NNC(=O)c2ccc3c(c2)OCO3)c1	-8	-1.1	-0.2	-7	4	14	-8	3	-1	100
Cc1cccc(C)c1NC(=O)CSc1nnc(C2CCCCC2)o1	9	-0.1	0.0	-3	2	0	-5	23	-1	98
Cc1[nH]nc2c1C(Cc1ccccc1)C(C#N)=C(N)O2 (configuration not stated)	12	-1.1	0.2	-5	3	15	-7	6	-2	104
CN(C)CCN(C(=O)/C=C/c1cccs1)c1nc2c(F)cc(F)cc2s1	·	21*	0.5	-4	-4	8	-30	2	-1	104
c1cc(-c2ccc(CN3CCOCC3)cc2)n2ccnc2c1	4	1.0	-0.1	-6	0	-3	10	6	-1	102

Among those listed so far, these contain a CF3 group.
SMILES	Vif inh	MC4R ag barr	aDG glyco up	CaV13 FRET inh	HTR2A ag	MC4R antag cAMP	Cardio protect	PDI turbidity	Glyco luc inh	ABCB6 inh 2
COC(=O)Nc1ccc(Cn2cc(C(F)(F)F)ccc2=O)cc1	-2	-1.9	-0.3	-4	5	2	-2	-5	2	100
O=C(COC(=O)C1(c2ccccc2F)CCCC1)Nc1ncc(C(F)(F)F)cc1Cl	2	6.6	-0.3	-6	3	6	1	-2	-1	103

Following part:
SMILES	Vif inh	MC4R ag barr	aDG glyco up	CaV13 FRET inh	HTR2A ag	MC4R antag cAMP	Cardio protect	PDI turbidity	Glyco luc inh	ABCB6 inh 2
CN(CC(=O)Nc1ccccc1Br)C(=O)C(Cc1ccccc1)NC(=O)c1ccccc1 (configuration not stated)	-2	-3.7	-0.1	-6	0	12	23	6	-2	95
CCOC(=O)c1c(C)oc2c1c(C=NC1CCS(=O)(=O)C1)c(O)c1ccccc12 (configuration not stated)	-9	2.0	-0.2	-6	5	2	-2	6	3	102
Cc1c(NC(=O)Cn2cc([N+](=O)[O-])cn2)c(=O)n(-c2ccccc2)n1C	9	0.0	-0.1	-6	-3	6	5	3	2	100
COc1ccc(NC(=S)NC2CC3CCC(C2)N3Cc2ccco2)cc1 (configuration not stated)	3	1.9	0.5	3	-5	1	0	0	-2	95
Cc1nn(C(C)C(=O)O)c(=O)c2c1sc1ccccc12 (configuration not stated)	-3	-1.7	0.0	-3	0	18	4	0	2	93
COc1cccc(C(O)c2nc(-c3cccc4cccnc34)cs2)c1 (configuration not stated)	2	0.1	-0.1	-11	0	3	3	-1	2	100

One compound at a time, as listed above:
COc1ccc(NC(=S)NC2CC3CCC(C2)N3Cc2ccco2)cc1 (configuration not stated) is listed with Vif inh: 3; MC4R ag barr: 1.9; aDG glyco up: 0.5; CaV13 FRET inh: 3; HTR2A ag: -5; MC4R antag cAMP: 1; Cardio protect: 0; PDI turbidity: 0; Glyco luc inh: -2; ABCB6 inh 2: 95
Cc1c(NC(=O)Cn2cc([N+](=O)[O-])cn2)c(=O)n(-c2ccccc2)n1C is listed with Vif inh: 9; MC4R ag barr: 0.0; aDG glyco up: -0.1; CaV13 FRET inh: -6; HTR2A ag: -3; MC4R antag cAMP: 6; Cardio protect: 5; PDI turbidity: 3; Glyco luc inh: 2; ABCB6 inh 2: 100
